# Growth percent in the NCI-60 one-dose screen (48 h, 10 µM unless noted): 100 = growth as untreated, 0 = no growth, -100 = all killed.
# UO-31: UO-31 renal cancer | actives 5.2% (n = 81,000)
# SN12C: SN12C renal cancer cells; AID 1794767; actives 3.8% (n = 81,000)
# TK-10: TK-10 renal cancer cells; actives 3.9% (n = 81,000)
# NCI/ADR-RES: NCI/ADR-RES ovarian cells; actives 4.4% (n = 81,000)
# IGROV1: IGROV1 ovarian cancer. actives 4.7% (n = 79,000). AID 1794786
# CAKI-1: CAKI-1 renal cancer; actives 4.7% (n = 75,000)
# 786-0: 786-0 renal cancer cells; actives 5.1% (n = 81,000); AID 1794775
# ACHN: ACHN renal cancer. actives 4.9% (n = 81,000). AID 1794771
# * hit, by the source's call; · = no result given; & = joins results of further samples; [ ] = dose if it differs, or a comment. The calls were made as follows: active = growth percent below 10; inactive = the rest. Random draw from the library (roughly 9.3% active in at least one column).
molecule,UO-31,SN12C,TK-10,NCI/ADR-RES,IGROV1,CAKI-1,786-0,ACHN
N#Cc1ncc(-c2ccc(F)nc2)c(NC2CCCCCC2)n1,74,102,101,104,118,97,103,101
Cc1ccc2nc(NC(=O)CSc3nc(N/N=C/c4ccc(Cl)cc4)c(C#N)c(-c4ccccc4)n3)sc2c1,75,95,103,99,93,86,103,94
COc1ccc(-c2nn(-c3ccc(S(N)(=O)=O)cc3)c(=O)c3ccccc23)cc1OC,59,93,112,96,77,89,99,88
COc1ccc(-c2nc(N)n(C(=S)Nc3ccccc3)n2)cc1,74,100,113,102,99,·,105,98
N/C(=N\c1nc2ccccc2o1)NC(=O)Nc1cccc(Cl)c1,102,95,101,114,99,92,91,109
COc1ccc(N=C2c3ccccc3-c3ccccc32)cc1,64,98,103,87,91,66,83,72
Cn1cccc1C(=O)C1C(c2cccc(F)c2)C2CCCN2C12C(=O)Nc1ccc(Cl)cc12 (configuration not stated),75,89,122,84,85,71,99,91
Cc1ccc(C2CC(c3ccc(S(=O)(=O)NCCNc4nc(Nc5ccc(F)cc5)nc(N(C)C)n4)cc3)=Nc3c(N)nc(N)nc3N2)cc1 (configuration not stated),67,74,96,89,70,77,42,61
O=C(O)C1CCCN1C(=O)c1cccc(Cl)c1 (configuration not stated),89,107,121,106,103,114,100,107
CCNC(=O)Oc1ccc(/C(=C(/CC)Cc2ccccc2)c2ccc(OCCCN(C)C)cc2)cc1,95,94,90,101,100,90,95,99
CCN1C(=O)N(CC)C2Nn3c(s/c(=C\C(=O)O)c3=O)=NC21 (configuration not stated),89,102,89,101,101,99,96,99
COc1ccc(NC(=O)NNC(=O)c2ccncc2)cc1,95,105,95,111,122,95,108,107
COc1ccc2c(c1)oc1c2c2c(c3c4ccccc4n(C)c13)C(=O)N(O)C2=O,55,81,138,92,64,67,95,74
Cc1ccc(C(=O)NNc2nccc(Nc3ccc(S(=O)(=O)Nc4ccncc4)cc3)n2)cc1,86,99,96,100,89,105,91,104
CCCN(CCC)CC(O)c1cc2cc(C(F)(F)F)cc(C(F)(F)F)c2c2ccccc12 (configuration not stated),50,79,107,81,76,80,79,61
O=c1c2cc(F)ccc2sc2c(Nc3ccccn3)nc3ccccc3c12,81,74,92,87,69,70,70,54
O=C(O)CCCCCNC(=O)c1nc(-c2ccccc2)n(-c2ccccc2)n1,92,105,94,105,103,98,104,113
Cc1cccc(OCC(=O)O)c1C,93,113,112,97,123,110,105,107
N#CCC(=O)NCc1ccncc1,79,95,104,110,99,97,104,100
COC(=O)c1ccc(COc2ccc([N+](=O)[O-])cc2Cl)cc1,83,91,81,95,81,66,101,94
C/C(=C(/C)C1CC1CCN(S(=O)(=O)c1ccc(C)cc1)S(=O)(=O)c1ccc(C)cc1)c1ccccc1 (configuration not stated),78,91,92,96,97,60,91,90
NC(=S)N1N=C(c2ccccc2)CC1=O,97,105,108,107,108,108,112,98
Cc1[nH]c2ccccc2c1CCNC(=O)C1CCN(C(=O)c2ccc3ccccc3c2)CC1,73,95,105,99,97,101,110,99
COc1ccc(-c2oc3cc(O)c(OC)c(O)c3c(=O)c2OC)cc1O,35,37,·,-4.2*,12,72,23,38
Cc1ccc(/C=C2\SC(=S)N(CC(=O)O)C2=O)cc1,91,95,91,102,105,90,100,104
[O-][n+]1c2ccccc2[n+]([O-])c2cc(O)ccc21,70,93,110,94,82,69,97,91
C1=C(C2=CCCc3ccccc32)c2ccccc2CC1,80,116,92,109,116,105,110,107
Clc1ccc(/C=C/c2ccccn2)cc1,78,108,99,99,87,·,98,103
COc1cc(-c2nc3sccn3c2-c2ccnc(SC)n2)ccc1F,72,85,130,79,82,83,86,90
COCC(=O)c1nnnn1CC(=O)c1ccc(F)cc1F,91,106,112,103,102,·,96,103
CC1=C(C(=O)n2c3ccccc3c3ccccc32)C(c2cccc([N+](=O)[O-])c2)C(C(=O)n2c3ccccc3c3ccccc32)=C(C)N1,71,100,104,99,98,77,103,93
CC(=O)[C@@]1(O)CC[C@H]2[C@@H]3CCC4=CC(=O)CC[C@]4(C)[C@H]3C(=O)C[C@@]21C,77,112,105,104,94,98,99,110
C[C@H]1C[C@H]2[C@@H]3CC[C@H]4C[C@@H](O)CC[C@]4(C)[C@H]3CC[C@]2(C)OC1=O,82,89,88,100,99,97,89,93
COc1cc([C@@H]2c3c(c4ccccc4[nH]c3=O)C(=O)N3CCC[C@@H]23)cc(OC)c1O,73,96,109,106,104,94,100,104
Cc1ccc2c(c1)sc1nc3nc4sc5cc(Cl)c(Cl)cc5n4c(=N)c3c(=N)n12,79,101,147,110,·,104,112,98
Cc1cc(O)c(C(C)C)cc1N,96&78,114,117&123,99&102,114&103,97&107,105&97,100&93
O=C(O)c1ccc(-n2cc(/C=N/Nc3ccc(Cl)cc3)c(-c3cc4ccccc4oc3=O)n2)cc1,63,95,131,98,81,78,89,66
COc1cc(/C=C\c2cc(/C=C\c3ccc(O)c(OC)c3)n(C(=O)Nc3ccccc3OC)n2)ccc1O,85,100,88,101,109,·,104,104
CO/N=C1\CCc2c(sc(NC(=O)c3cccc(C(F)(F)F)c3)c2C(N)=O)C1,-16*,16,-17*,·,12,11,1.8*,-24*
O=c1oc2ccccc2cc1C1=NN(c2ccccc2)C(c2cn(-c3ccccc3)nc2-c2ccc(Br)cc2)C1 (configuration not stated),86,94,99,95,103,80,103,94
COc1cc(/C=C2\CCc3ccccc3C2=O)cc(OC)c1OC,76,93,100,77,91,88,92,81
CN(C)CCC(=O)c1cccc(O)c1,75,96,94,104,118,106,102,103
COc1cccc(CNC2CCCCC2)c1O,96,109,106,110,108,104,101,114
O=Nc1ccc(NO)c2ccccc12,65&89,60&103,125&132,15&97,61&86,80&84,97&104,79&98
COc1ccc2nc3cc(Cl)ccc3c(NCCCNCCC(C)O)c2c1 (configuration not stated),-28*,-26*,8.7*,44,-11*,-3.9*,-49*,-1.0*

# In the list so far, three contain a cyano group:
molecule,UO-31,SN12C,TK-10,NCI/ADR-RES,IGROV1,CAKI-1,786-0,ACHN
N#Cc1ncc(-c2ccc(F)nc2)c(NC2CCCCCC2)n1,74,102,101,104,118,97,103,101
Cc1ccc2nc(NC(=O)CSc3nc(N/N=C/c4ccc(Cl)cc4)c(C#N)c(-c4ccccc4)n3)sc2c1,75,95,103,99,93,86,103,94
N#CCC(=O)NCc1ccncc1,79,95,104,110,99,97,104,100

# The results go on:
molecule,UO-31,SN12C,TK-10,NCI/ADR-RES,IGROV1,CAKI-1,786-0,ACHN
O=S1(=O)NCCN1CCNc1nccc(-c2c(-c3cccc(O)c3)nc3sccn23)n1,116,95,130,107,105,81,126,97
CC(C)CC(CC1=CCC2CC1C2(C)C)C1=C(O)C(C)(C)C(=O)C(C)(C)C1=O (configuration not stated),8.4*,3.6*,16,7.2*,39,6.4*,6.8*,4.0*
COC(=O)c1cccc(O)c1,91,99,113,101,100,85,104,107
O=c1c(-c2nc3ccccc3s2)cc2c(n1NS(=O)(=O)c1ccccc1)CCCC2,80,100,117,102,101,88,99,100
COc1ccc(C2=NN(C(=O)c3cc(-c4ccc(C)cc4)nc4ccccc34)C(c3cc(-c4ccccc4)nn3-c3ccccc3)C2)cc1 (configuration not stated),80,98,113,92,98,·,96,99
COc1ccc(/C=C2/N=C3N(N=C(N=C(N)N)N3c3ccccc3)C2=O)cc1,79,102,148,101,95,92,103,91
O=C(/C=C\c1ccc2ccccc2n1)c1cc(Cl)ccc1O,65,110,95,60,86,45,75,90
O=C(C[C@]1(O)C(=O)Nc2ccc(Br)cc21)c1ccccn1,77,83,127,104,101,100,102,101
COc1cc(C2CN(C)C3(C(=O)Nc4ccccc43)C2C(=O)c2ccc(Br)cc2)cc(OC)c1OC (configuration not stated),73,99,106,96,86,70,98,99
Cc1noc(NS(=O)(=O)c2ccc(NC(=O)c3cc4c(o3)CCC=C4)cc2)c1C,86,101,104,101,109,99,95,98
COC(=O)/C(=N\Nc1nnc(C)n1N)C(C#N)c1ccccc1 (configuration not stated),88,102,100,105,109,107,111,107
Cc1c(C(=O)N=Nc2c(O)n(Cc3ccccc3)c3ccccc23)oc2ccccc12,66,91,168,90,66,81,94,87
Cc1c(C)c2ccc(O)c(NC(=O)Nc3ccccc3)c2oc1=O,81,99,95,105,103,88,91,105
CNC(=O)C1COc2ccccc2O1 (configuration not stated),94,95,94,98,109,·,90,111
COC(=O)c1c2c(c[n+]([O-])c1C)C(=O)C=C(NCc1ccccc1)C2=O,-100*,-92*,-82*,-12*,-67*,-98*,-69*,-90*
Cc1ccc([N+]2=NOC(=O)C2S(=O)(=O)Nc2nc(-c3c(Cl)cccc3Cl)cs2)cc1 (configuration not stated),69,91,95,92,90,70,84,·
O=c1ccc(Cn2c(C(F)(F)F)cc3c(Cl)ncnc32)c[nH]1,-88*,48,111,61,-67*,78,102,-54*
c1ccc2cc(C[n+]3ccn(CCCCCn4cc[n+](Cc5ccc6ccccc6c5)c4)c3)ccc2c1,88,34,83,100,69,95,87,81
COc1ccc(Nc2nc(C)c(C(=O)O)s2)cc1,52,·,88,80,84,77,81,87
S=c1nc(-c2ccncc2)[nH][nH]1,81,104,101,112,108,97,102,110
COc1ccc(-c2nnc3c4cc[nH]c4ncn23)cc1OC,85,95,57,·,99,102,89,109
COc1cccc(CNc2c3ccccc3nc3ccccc23)c1,27,38,52,37,28,36,37,19
COc1ccc2c(c1)c(CC(=O)OCC(=O)O)c(C)n2C(=O)c1ccc(Cl)cc1,81,103,119,109,107,92,93,·
C#CCNC(C)=O,85,108,87,98,108,·,101,116
Clc1ccc(NN(Cc2ccncc2)c2ccc(Cl)cc2)cc1,53,96,107,83,99,72,88,95
Cc1cc(C)cc(N2C(=O)C=CC2=O)c1,85&89,91&96,108&107,105&106,94&117,100&93,108&85,96&100
CCC(CCc1ccccn1)C(=O)c1ccccc1 (configuration not stated),99,107,139,87,·,87,155,110
CCCCCNN,83,96,101,100,105,90,91,92
CCN1CCN(CC(=O)Nc2nc3ccc(NCc4ccccc4)cc3s2)CC1,69,92,98,89,99,104,112,97
Oc1ccc(SCCCCCCSc2ccc(O)cc2)cc1,16,69,121,42,85,36,48,11
O=C(Nc1ccc(Cl)cc1)OCCSc1nc2ccccc2s1,92,95,110,105,98,98,105,99
Cc1cnc(SCc2ccccc2Cl)[nH]c1=O,84,·,115,107,124,92,114,101
CC1=C(C(=O)c2ccccc2)C(c2ccc3ccccc3c2)n2c(nc3ccccc32)N1 (configuration not stated),80,104,105,70,104,78,101,109
CN(C)CCn1c2ccccc2c2nc3cc(C(F)(F)F)ccc3nc21,12,22,108,30,22,11,33,13
CC12CC(C#N)(C(=O)N1)C(C#N)=C(Cl)N2 (configuration not stated),79,100,120,100,115,90,108,100
CCn1cc(C(=O)O)c(=O)c2cc(F)c(N3CCN(CC(=O)Nc4ccc(S(=O)(=O)Nc5ncccn5)cc4)C(C)C3)c(F)c21 (configuration not stated),90,97,108,109,109,92,111,104
ClCc1ccccc1CSc1ncnc2nc[nH]c12,87,101,94,106,95,95,104,94
COc1cc(-c2cc3ncccc3c3[nH]c(=O)c4cccnc4c23)cc(OC)c1OC,36,43,52,22,50,28,25,47
S=c1c2ncccc2c(-c2ccccn2)nn1Cc1ccccc1,68,·,83,77,·,68,100,70
O=C(CCN1CCCC1)Nc1ccc2c(Nc3ccc(F)cc3)c3ccccc3nc2c1,-89*,9.1*,-20*,34,0.4*,-76*,-36*,-13*
C=Cc1cc(C)cc(OC)c1O,86,103,97,106,83,99,103,101
CCCCOC(=O)c1ccc(O)c(OC)c1,·,94,101,97,127,125,·,106
COc1ccc(Cn2c(=O)[nH]c(=O)n(Cc3ccc(C(=O)O)cc3)c2=O)cc1,88,99,116,116,119,94,105,105
CN(C)c1ccc2[nH]c3ccccc3c2c1,98,98,131,103,100,94,104,104
CCN1C(=O)N(CC)C2Nn3c(s/c(=C\c4c[nH]c5ccccc45)c3=O)=NC21 (configuration not stated),63,90,131,95,77,74,85,96
Cn1cc(-c2csc(-c3cn(CCNC(=O)OC(C)(C)C)c4ccccc34)n2)c2cccnc21,43,88,122,56,65,·,94,74
CCOC(=O)NC(=O)NC(=O)OCC,86,104,97,105,105,90,101,105
O=C(NN1C(=O)CSC1c1cccc(Br)c1)c1ccc(NC(=O)c2ccccn2)cc1 (configuration not stated),88,97,72,86,102,102,89,96
CCOc1ccc(C(=O)NC(=S)Nc2ccc(S(N)(=O)=O)cc2)cc1,78[100 µM],100[100 µM],93[100 µM],102[100 µM],96[100 µM],88[100 µM],99[100 µM],101[100 µM]

# Laid out differently: 4 of the compounds above
COc1ccc(Cn2c(=O)[nH]c(=O)n(Cc3ccc(C(=O)O)cc3)c2=O)cc1
  UO-31: 88	SN12C: 99	TK-10: 116	NCI/ADR-RES: 116	IGROV1: 119	CAKI-1: 94	786-0: 105	ACHN: 105
CN(C)c1ccc2[nH]c3ccccc3c2c1
  UO-31: 98	SN12C: 98	TK-10: 131	NCI/ADR-RES: 103	IGROV1: 100	CAKI-1: 94	786-0: 104	ACHN: 104
CCN1C(=O)N(CC)C2Nn3c(s/c(=C\c4c[nH]c5ccccc45)c3=O)=NC21 (configuration not stated)
  UO-31: 63	SN12C: 90	TK-10: 131	NCI/ADR-RES: 95	IGROV1: 77	CAKI-1: 74	786-0: 85	ACHN: 96
Cn1cc(-c2csc(-c3cn(CCNC(=O)OC(C)(C)C)c4ccccc34)n2)c2cccnc21
  UO-31: 43	SN12C: 88	TK-10: 122	NCI/ADR-RES: 56	IGROV1: 65	CAKI-1: ·	786-0: 94	ACHN: 74

# Source: PubChem BioAssay
